GIRK2 activator – activators of NPY4-receptor-primed GIRK2 channels, summary, cell-based, HEK293, thallium flux; 34,000 tested, under 10 active; activation (% efficacy), % for hits at 37.5 µM; AID 1259324, 2017; HEK293 GIRK2/NPY4 cells, thallium flux fluorescence;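 active means primary screen hit, no activity in plain HEK293 cells, and in GIRK2-only cells above 5% efficacy rising with concentration; inactive means the rest, including fluorescent compounds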;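 further: efficacy is normalized control-subtracted fluorescence 15 s after thallium addition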
Target sequence (P48051 whole entry, looked up): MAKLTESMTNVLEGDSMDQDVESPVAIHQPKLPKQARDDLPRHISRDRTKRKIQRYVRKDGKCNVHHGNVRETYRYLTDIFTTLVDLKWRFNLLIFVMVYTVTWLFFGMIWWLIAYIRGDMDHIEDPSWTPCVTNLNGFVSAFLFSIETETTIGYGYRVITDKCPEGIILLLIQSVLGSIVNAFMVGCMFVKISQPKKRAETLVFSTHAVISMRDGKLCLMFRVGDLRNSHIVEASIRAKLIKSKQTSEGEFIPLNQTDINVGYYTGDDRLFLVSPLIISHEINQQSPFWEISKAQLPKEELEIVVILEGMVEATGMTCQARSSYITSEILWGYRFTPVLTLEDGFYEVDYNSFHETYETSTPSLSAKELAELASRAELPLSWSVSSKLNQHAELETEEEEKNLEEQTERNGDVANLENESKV
Calls only; i = inactive. Only part of the results is shown; count on the stated rates, not on these rows.

mol | GIRK2 activator
CCOC(=O)C(=O)NCC(c1cccnc1)N1CCOCC1 (configuration not stated) | i
CC(C)(C)c1ccc(OCC(=O)Nc2nonc2-c2ccccc2)cc1 | i
O=C(NC1CCCCC1)N1CCN(c2ccc(-c3ccco3)nn2)CC1 | i
CN1CCN(n2c3c(c(SCC(=O)NCc4ccc5c(c4)OCO5)nc2=O)CCCC3)CC1 | i
CCn1ccnc1N1CCN(CC(=O)NC(C)C)CC1 | i
O=C(c1cccc(Cl)c1)N1CCN(c2ccc(-c3ccc4c(c3)OCO4)nn2)CC1 | i
CS(=O)(=O)c1ccc(C(=O)Nc2nnc(-c3ccc(Br)s3)o2)cc1 | i
CCOC(=O)c1c(SCC(=O)Nc2cc(OC)ccc2OC)nc(=O)[nH]c1C | i
COc1cc(NC(=O)Cc2ccc(-c3ccccc3)cc2)ccc1N1CCCC1=O | i
CSCCC(C)(O)CNC(=O)c1ccccc1SC (configuration not stated) | i

Reprinted from the results shown (2 entries):
mol | GIRK2 activator
COc1cc(NC(=O)Cc2ccc(-c3ccccc3)cc2)ccc1N1CCCC1=O | i
CSCCC(C)(O)CNC(=O)c1ccccc1SC (configuration not stated) | i

Returning to the listing with the three entries that preceded the break.
mol | GIRK2 activator
CCOC(=O)c1c(SCC(=O)Nc2cc(OC)ccc2OC)nc(=O)[nH]c1C | i
COc1cc(NC(=O)Cc2ccc(-c3ccccc3)cc2)ccc1N1CCCC1=O | i
CSCCC(C)(O)CNC(=O)c1ccccc1SC (configuration not stated) | i
CC(C)n1nccc1-c1nnc(NC(=O)/C=C/c2ccccc2Cl)o1 | i
Cc1cccnc1NC(=O)c1ccc(S(=O)(=O)Nc2ccc(OC(F)(F)F)cc2)o1 | i
COc1ccc(-c2noc(-c3c(C)cc(C)n(CC(=O)Nc4cccc(Cl)c4C)c3=O)n2)cc1 | i
O=C(Cn1cnc(-c2cccs2)cc1=O)Nc1cc2ccccc2oc1=O | i
CCc1ccc(S(=O)(=O)NCC2CCN(C(=O)COc3ccccc3)CC2)s1 | i
CCCCOc1ccc(NC(=O)NCCC(O)c2ccco2)cc1 (configuration not stated) | i
COc1ccc(S(=O)(=O)N2CCC(C(=O)Nc3sc4c(c3C#N)CCC(C)C4)CC2)cc1 (configuration not stated) | i
Cc1cc(C)n(CCNc2nc3c(C(C)C)cccc3s2)n1 | i
O=C(Nc1ccc(F)c(F)c1F)c1ccc(=O)n(Cc2cccc([N+](=O)[O-])c2)c1 | i
CC(=O)Nc1ccc(NC(=O)c2ccc(=O)n(Cc3ccccc3C)c2)cc1 | i

5 compounds out of the list, arranged by molecular weight, descending:
mol | GIRK2 activator
Cc1cccnc1NC(=O)c1ccc(S(=O)(=O)Nc2ccc(OC(F)(F)F)cc2)o1 | i
CCc1ccc(S(=O)(=O)NCC2CCN(C(=O)COc3ccccc3)CC2)s1 | i
O=C(Nc1ccc(F)c(F)c1F)c1ccc(=O)n(Cc2cccc([N+](=O)[O-])c2)c1 | i
CC(=O)Nc1ccc(NC(=O)c2ccc(=O)n(Cc3ccccc3C)c2)cc1 | i
CC(C)n1nccc1-c1nnc(NC(=O)/C=C/c2ccccc2Cl)o1 | i

Going on with the list:
mol | GIRK2 activator
COCC(=O)Nc1ccc(N2CCCC2=O)c(OC)c1 | i
COc1ccc(-c2ccc(=O)n(CCCC(=O)NC3CCCC3)n2)cc1OC | i
Cc1cc(C(=O)Nc2nc(-c3ccc(Cl)s3)cs2)n(C(C)C)n1 | i
COc1ccc(Cl)cc1NC(=O)C(=O)NCC(c1cccc2ccccc12)N(C)C (configuration not stated) | i
Cc1cc(C(=O)N2CCOCC2)nn1CC(=O)NC(C)(C)C | i
CCn1ccc(C(=O)Nc2ccccc2Cl)n1 | i
COc1cc(C(=O)Nc2nnc(C(C)C)s2)c(Br)c(OC)c1OC | i
Cn1c(=O)c2c(ncn2CC(=O)N2CCC(c3nnc(-c4ccco4)s3)CC2)n(C)c1=O | i
Cc1ccc(-c2noc(Cn3ccn4nc(-c5ccccc5C)cc4c3=O)n2)cc1C | i
O=C(c1cnccn1)N(CCN1CCOCC1)c1nc2ccc(Br)cc2s1 | i
CCN(CC)CCN(C(=O)c1ccnn1C)c1nc2c(C)ccc(Cl)c2s1 | i
COc1ccc(CCC(=O)Nc2ccc(CC(=O)N3CCCC3)cc2)cc1 | i
Cc1cc(NC(=O)c2ccc(S(=O)(=O)N3CCCC3)cc2)on1 | i
COc1ccc(OCC(=O)NCC(=O)N2CCOC(c3ccccc3)C2)cc1 (configuration not stated) | i
CCc1ccc(S(=O)(=O)Nc2ccc3c(c2)CN(C(=O)C(C)C)CC3)s1 | i
COCC(C)NC(=O)C1CN(C(=O)c2cccs2)C1 (configuration not stated) | i
Cc1cc(NC(=O)CCn2cnc3c(cnn3C(C)(C)C)c2=O)c2ccccc2n1 | i
Cc1ccc(-c2cc(=O)n(CC(=O)N3CCc4ccccc4C3)cn2)cc1 | i
C#CCn1c(=NC(=O)c2cc(C)no2)sc2c(OC)ccc(OC)c21 | i
CN(C)C(CNC(=O)C(=O)Nc1ccccc1Cl)c1cccc2ccccc12 (configuration not stated) | i
O=C(Nc1ncc([N+](=O)[O-])s1)c1ccc(=O)n(Cc2ccccc2Cl)c1 | i
O=c1ccc(-c2cccs2)nn1CCCNS(=O)(=O)c1ccccc1C(F)(F)F | i
C=CCn1c(SCc2nc(-c3ccc(C(F)(F)F)cc3)no2)nc2cc3c(cc2c1=O)OCO3 | i
CCNC(=O)CSc1nc(-c2ccccc2)c(NC(=O)c2cccs2)s1 | i
O=C(NNC(=O)c1ccc(=O)n(Cc2ccccc2)c1)c1cccc(C(F)(F)F)c1 | i
COc1ccc(OC)c(S(=O)(=O)N2CCN(c3ccc(-c4ccco4)nn3)CC2)c1 | i
COCC(=O)N1CCCc2ccc(NC(=O)NC(c3ccccc3)c3ccccc3)cc21 | i
COc1ccc(S(=O)(=O)CCC(=O)N(Cc2ccccn2)c2nc3ccccc3s2)cc1 | i
Cc1cncn(CC(=O)NCCc2ccc(S(N)(=O)=O)cc2)c1=O | i
Cc1cc(C)cc(C(=O)NCCn2ncc3c(N4CCCC4)ncnc32)c1 | i
O=C(Cn1cc(-c2nc(-c3cccs3)no2)ccc1=O)Nc1ccccc1C(F)(F)F | i
O=C(Nc1ccc(OC(F)(F)F)cc1)c1ncccn1 | i
Cc1cc(C)cc(C(=O)NCCn2ncc3c(N4CCCCC4)ncnc32)c1 | i
CS(=O)(=O)N1CCC(CNC(=O)NCc2cccs2)CC1 | i
O=C(NCCS(=O)(=O)N1CCN(Cc2ccccc2)CC1)c1ccc(F)cc1F | i
C#CCn1c(=NC(=O)c2ccnn2CC)sc2cc(C)c(C)cc21 | i
O=C(Cc1cc(-c2cccs2)on1)NCCCc1ccccc1 | i
COc1ccc(NC(=O)c2ccc(S(=O)(=O)C(C)C)cc2)c2ccccc12 | i
COc1cc(N2CCN(C(=O)Nc3ccc(C)c(F)c3)CC2)nc(OC)n1 | i
CCOc1ccc(-n2nnc(C(=O)NCC3CCCO3)c2C)cc1 (configuration not stated) | i
CC1(C)Cc2cccc(OCCCS(=O)(=O)NCc3cccnc3)c2O1 | i
CC1(C)Cc2cccc(OCC(=O)NCc3n[nH]c(=O)c4ccccc34)c2O1 | i
Cc1noc(C2CN(C(=O)c3cccc(N(C)C)c3)C2)n1 | i
CCOC(=O)c1sc(NC(=O)CCCS(=O)(=O)c2ccccc2)cc1C | i
COc1cc(OC)cc(C(=O)Nc2ccc(N3CCCCC3=O)c(OC)c2)c1 | i
Cc1cc(NC(=O)Cc2ccc(S(=O)(=O)C(C)C)cc2)sn1 | i
CCc1c(C)nc(-n2nc(-c3ccco3)cc2NC(=O)c2cccs2)[nH]c1=O | i
Cn1cccc1C(CNC(=O)c1cc2ccccc2oc1=O)N1CCOCC1 (configuration not stated) | i
CC(C)N(C(=O)CSc1ccc(NC(=O)c2ccccc2)nn1)C(C)C | i
Cc1cc(C)cc(C(=O)NCC2CCN(Cc3ccccn3)CC2)c1 | i

More entries follow.
mol | GIRK2 activator
Cc1cc(C(=O)Nc2ccc3c(c2)CCC(=O)N3C)no1 | i
Cc1ccc(S(=O)(=O)N2CC(CO)N(S(=O)(=O)c3ccc(C)cc3)c3ccccc32)cc1 (configuration not stated) | i
CSc1cccc2sc(NC(=O)c3c(C)cnn3C)nc12 | i
COc1ccc(OCCCN2C(=O)C(O)(CC(C)=O)c3ccccc32)cc1 (configuration not stated) | i
Cn1ccnc1N1CCN(CC(=O)N2CCCCCC2)CC1 | i
COc1ccc(C(=O)N2CCN(c3nccn3-c3ccc(C)cc3)CC2)cc1OC | i
COCC(=O)Nc1cc(C)nn1-c1nc(-c2cccs2)cs1 | i
Cn1nc(-c2cccc(NS(=O)(=O)c3ccc([N+](=O)[O-])cc3)c2)ccc1=O | i
COc1ccc(NC(=O)Cc2csc(Nc3cccc(C(F)(F)F)c3)n2)cc1OC | i
NC(=O)C1Cc2ccccc2N1C(=O)c1ccc([N+](=O)[O-])o1 (configuration not stated) | i
COc1ccc2c(=O)c(Oc3ccc(C(=O)NCCN4CCOCC4)cc3)coc2c1 | i
Cc1cc(C)n(CCN2CCN(S(=O)(=O)c3cccs3)CC2)n1 | i
Cc1onc(-c2ccccc2Cl)c1C(=O)NCC(c1cccn1C)N1CCN(C)CC1 (configuration not stated) | i
CCOc1ccc(-c2ccc(=O)n(CCCC(=O)Nc3cccc(Cl)c3)n2)cc1 | i
CCOCCn1c(-n2nc(C)cc2C)nc2c1c(=O)n(CC(=O)OC)c(=O)n2C | i
Cc1cc(S(=O)(=O)N2CCN(S(=O)(=O)C3CC3)CC2)c(Cl)cc1Cl | i
Cc1cc(C)cc(C(=O)N2c3ccccc3CC2C(N)=O)c1 (configuration not stated) | i
COc1ccc(NC(=O)c2ccc(=O)n(CC(=O)Nc3ccc(Br)cc3)n2)cc1 | i
CCCCOc1ccc(C(=O)Nc2ccc3c(c2)N(C(=O)c2ccco2)CC3)cc1 | i
Cc1nc2ccccn2c1C(=O)NCC(C)(O)c1ccc2c(c1)OCO2 (configuration not stated) | i
Cn1nnc2c(N3CCN(C(=O)/C=C\c4ccccc4)CC3)ncnc21 | i
COc1ccc(-c2cn(CC(=O)Nc3cc(C)cc(C)c3)nc2N2CCOCC2)cc1 | i
O=C(COc1ccccc1F)N1CC(C(=O)N2CCC3(CC2)OCCO3)C1 | i
COc1cccc(C(=O)Nc2cc3c4c(c2)CCC(=O)N4CCC3)c1 | i
Cc1ccc(-c2cc(NS(=O)(=O)c3ccc(F)cc3)n(C3CCS(=O)(=O)C3)n2)cc1 (configuration not stated) | i
CCOc1ccc(C(=O)Nc2cc(-n3c(C)nc4ccccc4c3=O)ccc2F)cc1 | i
Cc1ccc(NC(=O)CSc2nc3c(c(=O)[nH]2)CN(Cc2ccc4c(c2)OCO4)CC3)cc1C | i
CCOC(=O)c1ccc(NC(=O)Cc2cc(-c3ccc(Cl)cc3)on2)cc1 | i
O=C(NCCn1nc(-c2cccs2)ccc1=O)Nc1ccc(OC(F)(F)F)cc1 | i
C=CCn1c(N)c(C(=O)NC(C)CC)c2nc3ccccc3nc21 (configuration not stated) | i
COc1ccc(-c2noc(Cn3ccn4nc(-c5ccc(Cl)cc5)cc4c3=O)n2)cc1 | i
CCN(C1CCCCC1)S(=O)(=O)c1ccc(C(=O)N2CCN(c3ccccc3)CC2)cc1 | i
Cc1cccc(C(=O)NC2C=CS(=O)(=O)C2)c1 (configuration not stated) | i
CCN1CCN(CC(O)COc2c(OC)cccc2OC)CC1 (configuration not stated) | i
O=C(CSCc1ccccc1)N(Cc1ccco1)c1nc2ccccc2s1 | i
COC(=O)N1CCC(CNC(=O)C(=O)Nc2cccc(Cl)c2C)CC1 | i
COc1cccc(OC)c1OCC(O)CN1CCN(c2ccccc2F)CC1 (configuration not stated) | i
COc1ccc(NC(=O)c2ccc(N3CCCCS3(=O)=O)cc2)c(OC)c1 | i
CC(Oc1ccccc1)C(=O)N1CCN(CCn2ccnc2)CC1 (configuration not stated) | i
COc1ccc(C)c2sc(N(CC3CCCO3)C(=O)C3CCN(S(C)(=O)=O)CC3)nc12 (configuration not stated) | i
COc1ccccc1OCCn1c(C2CC(=O)N(Cc3ccc(F)cc3)C2)nc2ccccc21 (configuration not stated) | i
Cc1nnsc1C(=O)N1CCN(c2ccc(N3CCOCC3)nn2)CC1 | i
CCC(C)NC(=O)c1c(N)n(-c2ccc(OC)c(OC)c2)c2nc3ccccc3nc12 (configuration not stated) | i
CCn1nc(C(=O)Nc2nnc(-c3ccc(OC)cc3)o2)cc1C | i
O=C(NCC(O)(c1cccs1)C1CC1)c1ccsc1 (configuration not stated) | i
COCC(C)(O)CNC(=O)C1CC(=O)N(c2ccc(C)c(C)c2)C1 (configuration not stated) | i
COc1cc(C(=O)NCC2COC3(CCCCC3)O2)cc(OC)c1OC (configuration not stated) | i
O=S(=O)(NCC1(O)CCOc2ccccc21)c1cccc(C(F)(F)F)c1 (configuration not stated) | i
NC(=O)c1nc(-c2cc(Br)ccc2O)nc2c1[nH]c(=O)n2-c1ccc2c(c1)OCO2 | i
Cc1nnsc1C(=O)N1CCC(CNS(=O)(=O)c2c(C)noc2C)CC1 | i

The listing continues:
mol | GIRK2 activator
CN(C(=O)Cn1c(=O)n(CCCC(=O)NCc2ccccc2)c(=O)c2sccc21)c1ccccc1 | i
COc1ccc(CN(CC(=O)N2CCN(c3ccccc3)CC2)S(=O)(=O)c2cccnc2)cc1 | i
O=C(Nc1ccccc1C(F)(F)F)c1ccc(=O)n(Cc2cccc([N+](=O)[O-])c2)c1 | i
Cc1cn2c3c(=O)n(Cc4ccccc4F)c(=O)n(C)c3nc2n1CCCN(C)C | i

Assay outcomes: PubChem BioAssay, Vanderbilt University
